Bioassay records: PubChem, Sanford-Burnham Center for Chemical Genomics
UBC13 polyUb: inhibitors of human UBC13 polyubiquitin chain formation; P61088; TR-FRET; inhibition, % at 20 µM; 330,000 compounds, 0.47% hits; AID 485273; in the data active means inhibition above about 45%, passing the limit was not always enough
Target sequence (P61088 whole entry, looked up): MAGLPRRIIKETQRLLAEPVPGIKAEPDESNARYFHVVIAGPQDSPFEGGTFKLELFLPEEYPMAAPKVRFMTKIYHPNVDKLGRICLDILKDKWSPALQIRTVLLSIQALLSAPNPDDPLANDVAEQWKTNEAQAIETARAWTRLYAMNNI
SENP8 block-1: SENP8 protease inhibition; Q96LD8; purified SENP8, Z-RLRGG-aminoluciferin cleavage, luminescence; inhibition, % at 10 µM; 330,000 compounds, 1.2% hits; AID 2540; in the data active means inhibition above about 50%
SENP6 inh: SENP6 protease inhibition; inhibition, % at 10 µM; Q9GZR1; AID 2599; Recombinant SENP6 catalytic domain, aminoluciferin luminescence; 330,000 compounds, 1.8% hits;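 active means inhibition above about 50% at the single tested dose, limit read from the data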;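 further: plate controls were DMSO wells with enzyme for no effect and DMSO wells lacking enzyme for full effect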
SENP1 inh: blocks the human SENP1 SUMO protease catalytic domain; Q9P0U3; recombinant SENP1 catalytic domain, CyPet-SUMO1-YPet FRET cleavage; inhibition, % at 10 µM; 360,000 compounds, 0.21% hits; AID 624204;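 active means inhibition at least 30% at 10 µM, raw YFP signal under a set limit, fluorescence ratio 0.5 to 1.5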;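 further: 0% = enzyme with DMSO and 100% = no enzyme wells; some results filed as inactive read as strong as hits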
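Assay system – human recombinant His6-tagged SENP1 catalytic domain enzyme · Input – SENP1 enzyme, 20 pM final · Buffer or medium – Tris pH 8 buffer plus EDTA, NaCl, BME, BSA, NP40, catalase · Schedule – 50 min reaction at room temperature · Technique – FRET read of cyan and yellow fluorescence · Control set – no-enzyme wells low, DMSO-plus-enzyme wells high control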
A3G deaminase: inhibitors of human APOBEC3G DNA deaminase; Q9HC16; recombinant A3G, ssDNA deamination FAM/TAMRA fluorescence; inhibition, % at 20 µM; 330,000 compounds, 0.28% hits; AID 493012;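 active means inhibition of at least 40% at 20 µM, with no more than 30% in the related APOBEC3A deaminase screen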;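 further: plate controls were DMSO wells with A3G for no effect and wells lacking A3G enzyme for full effect; some compounds called inactive have numbers as strong as hits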
Target sequence (Q9HC16 whole entry, looked up): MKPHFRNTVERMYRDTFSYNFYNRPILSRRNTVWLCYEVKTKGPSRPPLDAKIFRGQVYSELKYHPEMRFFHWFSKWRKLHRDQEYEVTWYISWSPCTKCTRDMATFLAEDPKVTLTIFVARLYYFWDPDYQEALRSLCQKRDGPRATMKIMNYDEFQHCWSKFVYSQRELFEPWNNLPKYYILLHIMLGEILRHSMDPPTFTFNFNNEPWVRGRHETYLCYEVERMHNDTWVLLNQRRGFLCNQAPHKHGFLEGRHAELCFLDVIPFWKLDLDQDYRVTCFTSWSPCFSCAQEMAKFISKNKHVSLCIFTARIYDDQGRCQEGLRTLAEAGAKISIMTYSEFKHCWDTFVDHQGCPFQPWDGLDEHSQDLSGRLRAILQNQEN
SENP8 block-2: inhibitors of human SENP8 protease; Q96LD8; recombinant SENP8, Nedd8 substrate fluorescence; inhibition, % at 20 µM; 360,000 compounds, 0.64% hits; AID 602440; in the data active means inhibition mostly above about 40%, no sharp cut-off; inactive means mostly below about 27%
Apaf1 inhib: blocks human Apaf-1 apoptosome activity. O14727. reconstituted apoptosome caspase-3 activity, DEVD-Rh110 fluorescence. inhibition, % at 20 µM. 330,000 compounds, 0.71% hits. AID 489030; active means inhibition of at least 40% at 20 µM;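 further: plate controls were DMSO wells for no effect and DEVD-CHO caspase inhibitor wells for full effect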
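detection = Rh110 fluorescence intensity | test system = biochemical Apaf-1 apoptosome reconstitution | also added = cytochrome c and DEVD-Rh110 substrate | schedule = 30 min plus 50 min, RT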
SENP7 inh: inhibitors of human SENP7 protease; Q9BQF6; recombinant SENP7, Z-RLRGG-aminoluciferin luminescence, 40 min; inhibition, % at 5 µM; 330,000 compounds, 1.5% hits; AID 434973;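 active means inhibition above about 50% at the single test dose, limit read from the data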;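 further: plate controls were DMSO with enzyme for no effect and no enzyme buffer wells for full effect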
Target sequence (Q9BQF6 706-1050 limits assumed): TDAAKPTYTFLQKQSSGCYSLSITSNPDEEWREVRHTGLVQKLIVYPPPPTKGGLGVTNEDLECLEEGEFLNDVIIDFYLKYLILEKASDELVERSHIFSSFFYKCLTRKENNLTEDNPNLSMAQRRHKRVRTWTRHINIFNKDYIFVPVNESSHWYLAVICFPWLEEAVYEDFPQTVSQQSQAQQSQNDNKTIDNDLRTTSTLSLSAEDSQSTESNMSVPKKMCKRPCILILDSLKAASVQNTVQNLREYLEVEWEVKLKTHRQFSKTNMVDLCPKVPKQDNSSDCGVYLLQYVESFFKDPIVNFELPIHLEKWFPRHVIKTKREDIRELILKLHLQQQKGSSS
Active calls of the source: *; x = no result given. No enrichment for hits; overall some 3.6% were active at least once.

SMILES | UBC13 polyUb | SENP8 block-1 | SENP6 inh | SENP1 inh | A3G deaminase | SENP8 block-2 | Apaf1 inhib | SENP7 inh
CC1(C)N=C(N)N=C(N)N1c1ccc(F)cc1F | 0 | -6 | -2 | 4 | 6 | 28 | -3 | 3
COc1cccc(NC(=O)[C@H](C)NC(=O)C2CCN(S(=O)(=O)c3ccc(C)cc3)CC2)c1 | 7 | -1 | 0 | 1 | -5 | 25 | -17 | -3
CCN(CCO)Cc1csc2cc(C)ccc12 | -11 | -12 | 2 | 3 | 1 | 11 | -8 | 2
Cc1ccc2nc(/C(C#N)=C/c3ccccc3C(=O)O)[nH]c2c1 | 0 | -1 | 2 | -41 | -5 | -410 | -10 | 4
Cc1cc(=O)oc2cc(OCC(=O)OCC(=O)NC3CC3)ccc12 | 2 | -1 | -5 | 2 | -4 | -208 | 2 | -3
Cc1cc(NC(=O)c2cc(S(=O)(=O)N3CCCCC3)ccc2C)no1 | -22 | -7 | -22 | 0 | 0 | 19 | 2 | -10
CCc1c(C)[nH]c2c1C(=O)C(CN1CCOCC1)CC2 (stereo unspecified) | -7 | 3 | 6 | 0 | -1 | 1 | -1 | 8
CC(C)(C)NC(=O)CSc1nnc(-c2c[nH]c3ccccc23)o1 | -4 | 1 | -5 | -2 | 5 | -44 | 1 | 9
O=c1cc(-c2ccccc2)[nH]c2cc(Cl)ccc12 | -8 | -17 | -18 | 0 | -4 | 4 | 8 | -5
Cc1cc(NC(=O)CSc2ccc(-c3nc4cc(C)c(C)cc4[nH]3)cn2)no1 | -22 | 0 | 6 | -19 | 11 | -301 | 8 | 51*
COC(=O)CCCCCCCCC(O)CN(C)C (stereo unspecified) | 5 | -6 | -2 | 0 | 0 | 15 | -4 | -4
COc1ccc(Nc2nc(N3CCCCC3)nc(N3CCCCC3)n2)c(OC)c1 | -3 | 8 | 21 | 1 | 0 | 12 | 2 | 0
Cc1ccnc(SCC(=O)O)n1 | 6 | 1 | 1 | 1 | -4 | 14 | -11 | -1
Cc1nc2ccc(S(=O)(=O)NCC(=O)Nc3cccc(F)c3)cc2s1 | -5 | -6 | -14 | 2 | -5 | 2 | 2 | -6
COc1ccc(S(=O)(=O)N2CCOCC2)cc1C(=O)NCc1ccccc1CN1CCCC1 | -3 | -6 | -12 | 0 | -8 | -4 | 2 | -7
Nc1ccc2c(c1)C(=O)N(c1cccc3ccccc13)C2=O | -22 | -7 | -19 | -25 | -10 | -168 | 17 | 16
COC(=O)c1ccccc1NC(=O)Nc1c(C)n(C)n(-c2ccccc2)c1=O | 3 | -5 | -13 | 2 | -3 | 3 | 2 | -1
CCOC(=O)c1c(C)[nH]c(C(=O)COC(=O)COc2ccccc2C=O)c1C | -9 | -8 | -4 | 0 | 0 | 11 | 5 | 3
O=C(Cc1ccc(Cl)cc1Cl)NC1CCCCCC1 | 9 | 2 | -10 | -5 | -12 | 11 | 3 | -8
C/C(=N\NC(=O)c1ccccc1OCCOc1ccccc1)c1ccccc1F | 5 | 0 | -3 | 0 | -2 | 15 | 26 | -3
COc1ccc(-c2csc(Nc3ncccc3C)n2)cc1OC | -1 | 14 | 49 | 0 | -4 | -38 | 18 | 14
CCCc1nc(SCC(=O)Nc2nnc(CC)s2)c2c(C)c(C)sc2n1 | 5 | 2 | -27 | 1 | -7 | 10 | 1 | -5
Cc1cccc(NC(=O)c2cc(S(=O)(=O)N3CCCCC3)c[nH]2)c1C | -11 | -7 | -8 | -1 | -7 | 3 | 3 | 4
O=C1CC(c2ccccc2)CC(O)=C1C=NCc1ccccc1Cl (stereo unspecified) | 2 | 4 | 4 | 1 | -3 | 9 | 1 | 8
CC(C)Nc1nnc(SCC(=O)/C=C2\N(C)c3ccccc3C2(C)C)s1 | 11 | -1 | 7 | -33 | -3 | -50 | 15 | -1

Grouped by structure, the compounds so far with a COOH group
SMILES | UBC13 polyUb | SENP8 block-1 | SENP6 inh | SENP1 inh | A3G deaminase | SENP8 block-2 | Apaf1 inhib | SENP7 inh
Cc1ccc2nc(/C(C#N)=C/c3ccccc3C(=O)O)[nH]c2c1 | 0 | -1 | 2 | -41 | -5 | -410 | -10 | 4
Cc1ccnc(SCC(=O)O)n1 | 6 | 1 | 1 | 1 | -4 | 14 | -11 | -1

Further results:
SMILES | UBC13 polyUb | SENP8 block-1 | SENP6 inh | SENP1 inh | A3G deaminase | SENP8 block-2 | Apaf1 inhib | SENP7 inh
O=C(O)c1ccc(NS(=O)(=O)c2cccc3nsnc23)cc1 | -5 | 3 | -22 | 0 | 12 | 5 | 5 | 12
O=C(O)C1CCCN(S(=O)(=O)c2ccc(F)cc2)C1 (stereo unspecified) | 1 | -11 | -13 | 2 | -3 | 7 | 2 | -4
O=S(=O)(N1CCOCC1)N1CCCN(S(=O)(=O)N2CCOCC2)CC1 | 0 | 1 | -10 | 1 | -4 | 5 | 0 | 2
CCCCNC(=O)CC1NCCNC1=O (stereo unspecified) | -2 | 0 | 3 | 2 | -7 | 0 | 3 | -5
COc1ccc(C2c3[nH]c4ccccc4c3CCN2C(=O)c2ccccc2C(C)=O)c(F)c1 (stereo unspecified) | -5 | 13 | -4 | -6 | -3 | -10 | 10 | 5
COP(=O)(OC)C(NC(=O)Nc1ccccc1)c1ccccc1 (stereo unspecified) | -6 | 9 | 8 | -1 | -4 | 30 | -24 | 6
COc1ccc(NC(=O)c2cc3c(Cl)nc4ccccc4c3s2)cc1OC | 20 | -3 | 3 | 1 | 0 | 10 | -2 | -4
OCC1(CCCc2ccccc2)CCN(C2CCSCC2)CC1 | 7 | -1 | 11 | -2 | -2 | 24 | 1 | -9
Cc1c(C(=O)N2CCCCC2)c(S(=O)(=O)Nc2ccc(F)cc2F)c(C)n1C | 2 | 2 | 11 | 1 | -1 | 17 | -2 | 3
COc1ccc(NS(=O)(=O)c2cccc(C(=O)NCC(c3ccc(OC)cc3)N3CCOCC3)c2)cc1 (stereo unspecified) | 4 | 0 | 12 | 0 | -4 | -2 | 9 | -16
Fc1cccc(Nc2ncnc3sccc23)c1 | -6 | -17 | -12 | -76 | -9 | -9 | 11 | -7
CCOC(=O)c1ccc(NC(=O)c2nc[nH]c2C(=O)N2CCN(C(=O)OC(C)(C)C)CC2)cc1 | -2 | -7 | -15 | x | -5 | x | 11 | -6
O=C(COc1cccc(Cl)c1)Nc1cc(S(=O)(=O)N2CCOCC2)ccc1N1CCOCC1 | 9 | -1 | -7 | 4 | -7 | 22 | -8 | -5
COc1ccc(C(C[N+](=O)[O-])c2c(C)[nH]n(-c3ccccc3)c2=O)cc1 (stereo unspecified) | -70 | 48 | 65* | 3 | -7 | 84* | 96* | 61*
CCOC(=O)C1=C(C)NC2=C(C(=O)CC(c3ccc(OC)c(OC)c3)C2)C1c1ccc(C)o1 (stereo unspecified) | -8 | -4 | 1 | -9 | -1 | -120 | -3 | -9
CN1CCc2c(sc3c2C(=O)NC(c2ccc4c(c2)OCO4)N3)C1 (stereo unspecified) | -17 | -6 | 1 | -24 | -4 | -50 | 3 | -1
Cc1ccc2nc(/C(C#N)=N/O)[nH]c2c1 | -5 | 0 | -15 | -58 | -3 | -165 | -9 | -6
CCOC(=O)[C@H]1[C@H]2COc3ccc(OC)cc3[C@@H]2N2C(=O)CN(Cc3ccc(Cl)cc3)C(=O)[C@@]12C | 20 | -3 | 12 | 2 | -4 | 5 | 12 | 3
CSc1nc(N(C)C)nc(N(C#N)CCOC(C)=O)n1 | 4 | 3 | -14 | 1 | -1 | 2 | 2 | 3
O=C(c1coc(=O)c(Br)c1)N1CCCc2ccccc21 | -2 | -1 | 19 | -46 | -2 | -472 | 2 | 5
CC(C)(C)C1CCC(C(=O)NNC(=O)c2ccncc2)CC1 (stereo unspecified) | -3 | -1 | -2 | -1 | -4 | 10 | 0 | 4
CCOc1ccc(NS(=O)(=O)c2ccc3[nH]c(=O)c(=O)[nH]c3c2)cc1 | -10 | -2 | -25 | 2 | -7 | -17 | 4 | -4
O=C(CSc1nc(-c2ccccc2)c(-c2ccccc2)[nH]1)NCC1CCCO1 (stereo unspecified) | 12 | 3 | -11 | 2 | -11 | -23 | -8 | 0
O=C(O)C1C2C=CC(C2)C1C(=O)NCc1ccccn1 (stereo unspecified) | 4 | -8 | -5 | x | -7 | x | -11 | -4
O=C1COc2ccccc2CN1 | 4 | 1 | -8 | 3 | -1 | 21 | -19 | -9

Among those listed so far, these contain a tert-butyl group.
SMILES | UBC13 polyUb | SENP8 block-1 | SENP6 inh | SENP1 inh | A3G deaminase | SENP8 block-2 | Apaf1 inhib | SENP7 inh
CC(C)(C)NC(=O)CSc1nnc(-c2c[nH]c3ccccc23)o1 | -4 | 1 | -5 | -2 | 5 | -44 | 1 | 9
CCOC(=O)c1ccc(NC(=O)c2nc[nH]c2C(=O)N2CCN(C(=O)OC(C)(C)C)CC2)cc1 | -2 | -7 | -15 | x | -5 | x | 11 | -6
CC(C)(C)C1CCC(C(=O)NNC(=O)c2ccncc2)CC1 (stereo unspecified) | -3 | -1 | -2 | -1 | -4 | 10 | 0 | 4

Some entries already given with just SENP8 block-1, SENP8 block-2 and A3G deaminase.
SMILES	SENP8 block-1	SENP8 block-2	A3G deaminase
COc1ccc(C2c3[nH]c4ccccc4c3CCN2C(=O)c2ccccc2C(C)=O)c(F)c1 (stereo unspecified)	13	-10	-3
O=C1COc2ccccc2CN1	1	21	-1
O=C(O)c1ccc(NS(=O)(=O)c2cccc3nsnc23)cc1	3	5	12
Fc1cccc(Nc2ncnc3sccc23)c1	-17	-9	-9
Cc1ccc2nc(/C(C#N)=N/O)[nH]c2c1	0	-165	-3
O=C(COc1cccc(Cl)c1)Nc1cc(S(=O)(=O)N2CCOCC2)ccc1N1CCOCC1	-1	22	-7
CC(C)(C)C1CCC(C(=O)NNC(=O)c2ccncc2)CC1 (stereo unspecified)	-1	10	-4

The listing continues:
SMILES | UBC13 polyUb | SENP8 block-1 | SENP6 inh | SENP1 inh | A3G deaminase | SENP8 block-2 | Apaf1 inhib | SENP7 inh
COCCn1c(SCc2nnc(-c3ccc(OC)c(OC)c3)o2)nnc1-c1ccncc1 | -2 | -10 | -8 | -22 | -4 | -19 | -2 | -6
COc1ccc(C(=O)N2CCN(S(=O)(=O)c3ccc(Cl)cc3)CC2)cc1OC | 2 | 8 | 0 | 1 | -7 | 7 | -7 | 3
CCN(CCCNC(=O)C1CCN(C(=O)c2cc3sccc3n2C)CC1)Cc1ccccc1 | -2 | -13 | -3 | 0 | -7 | 21 | -2 | -6
O=C(/C=C(\c1ccccc1)n1cncn1)c1ccccc1 | 8 | 2 | 17 | -1 | 1 | 24 | 0 | -2
COC(=O)c1ccncc1C(=O)Nc1ccc(OC)cc1 | -11 | -11 | -20 | 2 | -2 | 11 | -1 | -2
c1coc(CNc2c3c(nc4ccccc24)CCC3)c1 | -13 | 4 | -3 | -44 | 1 | -54 | 14 | 7
O=C(c1ccc(N2CCC3(CC2)OCCO3)c([N+](=O)[O-])c1)N1CCOCC1 | -12 | 2 | 13 | 3 | -4 | 8 | -5 | 8

Structures above printed as active in SENP7 inh.
| compound | UBC13 polyUb | SENP6 inh | SENP1 inh | A3G deaminase | SENP7 inh |
| --- | --- | --- | --- | --- | --- |
| Cc1cc(NC(=O)CSc2ccc(-c3nc4cc(C)c(C)cc4[nH]3)cn2)no1 | -22 | 6 | -19 | 11 | 51* |
| COc1ccc(C(C[N+](=O)[O-])c2c(C)[nH]n(-c3ccccc3)c2=O)cc1 (stereo unspecified) | -70 | 65* | 3 | -7 | 61* |
